GAA inh: alpha-glucosidase (human) inhibition | AID 1466 | 200,000 compounds, 0.005% hits | purified human GAA, 4-MU-alpha-glucoside fluorescence | Potency, µM (doses to about 76.9 µM), for the others: at the highest dose activity change, negative = inhibition, most hits filed as inhibitors | P10253;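 note: plate controls were uninhibited enzyme wells for no effect and no-enzyme background for full effect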
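qHTS format, compound range up to 77 uM. Human lysosomal enzyme at 4 nM, 400 uM 4-MU glucoside substrate, pH 5.0, 20 min room temperature; fluorescence after alkaline stop gives activity normalized to controls.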
aGal spleen mod: inhibitors or activators of human alpha-galactosidase in spleen homogenate; P06280; human spleen homogenate, 4MU-alpha-Gal fluorescence, 40 min; Potency, µM (highest dose often 80 µM), for inactives: at the top dose activity change, negative = inhibition, most hits filed as inhibitors; 240,000 compounds, 0.008% hits; AID 2107;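 note: 0% = enzyme with vehicle and -100% = no enzyme basal signal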
Target sequence (P06280 32-429 limits assumed): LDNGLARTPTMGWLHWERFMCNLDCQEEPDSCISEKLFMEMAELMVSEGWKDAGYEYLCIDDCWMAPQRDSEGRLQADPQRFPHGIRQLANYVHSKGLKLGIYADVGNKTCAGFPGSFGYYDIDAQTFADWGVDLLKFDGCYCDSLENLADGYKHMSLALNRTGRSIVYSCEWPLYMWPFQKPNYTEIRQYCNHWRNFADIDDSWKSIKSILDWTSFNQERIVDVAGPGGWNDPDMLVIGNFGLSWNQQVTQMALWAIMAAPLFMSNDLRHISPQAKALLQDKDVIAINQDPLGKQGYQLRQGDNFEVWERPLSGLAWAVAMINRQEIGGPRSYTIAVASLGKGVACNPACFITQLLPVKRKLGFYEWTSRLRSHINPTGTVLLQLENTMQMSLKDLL
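Spleen homogenate 1 ug + cpd (titration) + 4-MU-alpha-D-galactopyranoside 1 mM; 37C 40 min; 50 mM citrate/phosphate pH 5.0, 0.01% Tween-20; stop pH 10; fluorescence 365/440; AC50 via Hill.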
Tau fibril FP: tau fibrillization inhibition (FP); Potency, µM (top dose mostly 57.7 µM), without a hit: at the highest dose activity, negative = inhibition, actives largely listed as inhibitors; P10636; 280,000 compounds, 0.39% hits; K18 P301L tau heparin fibrillization, Alexa594 FP, 6 h; AID 1468; note: % is set by controls: 0 for no effect and ±100 for the full control effect; nearly all actives have a fitted effect of over 55% in size
Target sequence (P10636 561-689 P618L limits assumed): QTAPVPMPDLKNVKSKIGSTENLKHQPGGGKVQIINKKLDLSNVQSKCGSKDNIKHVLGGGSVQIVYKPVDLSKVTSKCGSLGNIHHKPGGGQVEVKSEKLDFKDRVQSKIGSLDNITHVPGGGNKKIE
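FP of Alexa 594-tau after heparin (20 uM) induction. Substrate: human K18 P301L, 15 uM unlabeled, 0.24 uM labeled. Buffer 100 mM sodium acetate pH 7. 6 hr, 37 C.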
Tau fibril ThT: tau fibrillization inhibition (ThT binding). 270,000 compounds, 2.1% hits. P10636. recombinant tau K18 P301L, heparin-induced fibrillization, ThT fluorescence. Potency, µM (highest dose often 57.4 µM), for inactives: top-dose activity, negative = inhibition, most hits filed as inhibitors; note: % is set by controls: 0 for no effect and ±100 for the full control effect; nearly all actives have a fitted effect of over 55% in size
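Tau K18 P301L fragment (15 uM unlabeled plus 0.24 uM Alexa 594-labeled) in 100 mM sodium acetate pH 7 with compound, fibrillization induced by 20 uM heparin for 6 hr at 37 C. Thioflavin T (30 uM) added, fluorescence read after 1 hr (ex 450, em 510 nm).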
Tau fluor counter: counter-screen for tau fibril formation inhibitors; 280,000 compounds, 0.93% hits; tau K18 P301L Alexa594 fluorescence, heparin fibrillization; AID 1463; Potency, µM (titrated, usually from 57.7 µM), without a hit: top-dose activity change, negative = decrease; note: % is set by controls: 0 for no effect and ±100 for the full control effect; nearly all actives have a fitted effect of over 55% in size
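Human tau K18 P301L (15 uM unlabeled, 0.24 uM Alexa 594-labeled) in 100 mM sodium acetate pH 7 with 20 uM heparin, 6 hr at 37 C. ThT 30 uM added, 1 hr ambient; Alexa 594 FP and total fluorescence read at 555/632 nm.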
GAA glycogen mod: inhibitors or activators of human alpha-glucosidase glycogen cleavage; P10253; Potency, µM (doses to about 76.4 µM), for the others: top-dose activity change, negative = inhibition, hits mostly inhibitors; recombinant GAA, glycogen substrate, Amplex Red glucose oxidase fluorescence; AID 2100; 300,000 compounds, 0.38% hits;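 note: 0% = full enzyme reaction and -100% = no-enzyme basal signal; the screen sought inhibitors and activators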
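Recombinant enzyme (4 nM final) with compounds titrated up to 77 uM and bovine liver glycogen (30 ug) in citrate pH 5.0, 0.01% Tween-20, 37 C 40 min. Released glucose detected by Amplex Red/glucose oxidase (Ex 573/Em 610); AC50 from Hill fits.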
HTT cytoprotect: protects HTT-Q103 PC12 cells, measured by ATP; PC12 HTT-Q103 induced, cytoprotection, ATP luminescence, 40 h; Potency, µM (highest dose often 56.4 µM), for the others: cytoprotection (ATP increase), actives largely listed as activators; 230,000 compounds, 0.14% hits;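 note: % of control where 0% means no effect; nearly all actives have a fitted effect of over 45% in size; toxic huntingtin expression switched on by the ecdysone agonist tebufenozide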
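Huntington model: PC12 line, ecdysone-inducible HTTQ103 exon1–GFP, tebufenozide 100 nM. Test articles in a dose series. Endpoint luminescence from cellular ATP.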
GAA spleen mod: lysosomal alpha-glucosidase (human) modulation | 240,000 compounds, 0.006% hits | Potency, µM (titrated, usually from 79.9 µM), for inactives: at the highest dose activity change, negative = inhibition, usual class: inhibitors | human spleen homogenate, 4-MU-alpha-glucoside fluorescence;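 note: 0% = enzyme with vehicle and -100% = no enzyme basal signal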
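Compounds were titrated against alpha-glucosidase in spleen homogenate at pH 5.0, with 1 mM 4-methylumbelliferyl substrate for 40 min at 37 C. Reactions were quenched with pH 10 NaOH/glycine and fluorescence measured.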
Starred values were filed as active, the others as inactive; ? = inconclusive; nt = no result given; [ ] = remark or other dose. Calls come from the whole dose curve; as a rule, active = well fitted curve in the direction sought with a large enough effect; inconclusive = small, poorly fitted or top-dose-only effect, or another doubt; inactive = no such curve, though single readings can be large; an effect the other way counts as inactive or inconclusive. Potency is the fitted concentration of half-maximal effect. The order is random; 3.3% or so of the library scored in one or more.

Screens in order: GAA inh, aGal spleen mod, Tau fibril FP, Tau fibril ThT, Tau fluor counter, GAA glycogen mod, HTT cytoprotect, GAA spleen mod
1. C1=C(CCNc2ncnc3c2cnn3-c2ccccc2)CCCC1
  -8%, 0%, -20%, ?, ?, -2%, -30%, 0%
2. CCN1C(=O)/C(=C/c2cnn(C)c2C)SC1=S
  3%, 2%, -6%, -11%, -4%, 5%, 11%, 2%
3. Cc1ccc(S(=O)(=O)n2c(CN3CCCC(C)C3)nc3ccccc32)cc1 (stereo not drawn)
  -8%, -2%, 3%, 7%, 3%, -4%, 7%, -4%
4. CC(N)(C(=O)O)c1ccc(-c2nn[nH]n2)cc1 (stereo not drawn)
  nt, 3%, -3%, 0%, 0%, nt, -10%, -1%
5. C[C@@H]1CCC[C@]2(O[C@H](CCO)C[C@H](O)[C@H]2O)O1
  nt, 4%, 4%, 7%, ?, -5%, 0%[10 µM], 8%
6. CC1=C(C#N)C(c2ccoc2)C(C(=O)OCc2ccccc2)=C(N)S1 (stereo not drawn)
  1%, 2%, -5%, -17%, -21%, -26%, 17%[10 µM], -3%
7. CC[C@H](C)[C@@H]1NC(=O)c2cc([N+](=O)[O-])cc(I)c2SC[C@@H](C(N)=O)NC(=O)[C@H](CCCCN)NC1=O
  -1%, 2%, ?, ?, -29%, 10%, nt, -3%
8. CCOC(=O)c1c(P(=O)(N2CCOCC2)N2CCOCC2)noc1N
  2%, 3%, -6%, -13%, -3%, 2%, -13%, 0%
9. CCOc1ccc(N2CC(C(=O)NCc3ccc(C)n3C)CC2=O)cc1 (stereo not drawn)
  ?, 0%, -8%, ?, -13%, 26%, -21%, 2%
10. COc1ccc(N2CCN(C(CNC(=O)C(=O)NCCCn3ccnc3)c3ccco3)CC2)cc1 (stereo not drawn)
  -2%, 10%, 7%, -4%, 1%, -9%, 2%, nt
11. O=C(C1=C[C@H](c2ccc(C(F)(F)F)cc2)C[C@H](OCCCCO)O1)N1CCN(Cc2ccc3c(c2)OCO3)CC1
  nt, 0%, 9%, -12%, 0%, -13%, 13%[10 µM], -29%
12. Cn1ncc(Br)c1C(=O)Nc1cccc(C(F)(F)F)c1
  nt, 9%, -10%, nt, -19%, -2%, 19%[10 µM], 10%
13. CCOc1ccccc1Nc1nnc(SCC(=O)NC(Cc2c[nH]c3ccccc23)C(=O)O)s1 (stereo not drawn)
  -6%, 2%, -1%, -17%, -1%, 1%, -9%, -5%
14. CCN(CC)CCCNC(=O)Cn1c(-c2cccs2)cc2cc(Cl)ccc21
  nt, nt, -2%, ?, ?, 2%[76.3 µM], nt, nt
15. O=C(NC1CCN(C(=S)NCc2ccco2)CC1)NC12CC3CC(CC(C3)C1)C2
  -4%, 0%, -9%, -6%, -10%, 6%, -23%, -7%
16. COc1ccc(-c2n[nH]c(C)c2-c2cnn(-c3ccccc3)c2)c(O)c1C
  -10%, 4%, ?, ?, 13µM*[quencher], -5%, -43%[inhibitor], 1%
17. O=S(=O)(Nc1ccccn1)c1cccc(S(=O)(=O)c2ccc(Cl)cc2)c1
  ?, 2%, 0%, 5%, -5%, -15%, 3%[10 µM], 0%
18. C=CCC(CC=C)(CNC(=O)C(=O)Nc1cc(C)ccc1OC)c1ccc(OC)c(OC)c1
  nt, nt, -5%, -14%, -21%, 9%[76.3 µM], nt, nt
19. N/C(=N\OC(=O)CCCOc1ccccc1)c1cccc([N+](=O)[O-])c1
  -5%, 5%, 2%, -4%, -7%, 3%, nt, 3%
20. O=C1c2ccccc2NC(c2ccccc2Cl)N1N=C1CCCCCC1 (stereo not drawn)
  10%, 4%, -1%, -2%, -19%, -9%, 19%[10 µM], -16%

Other entries.
Screens in order: GAA inh, aGal spleen mod, Tau fibril FP, Tau fibril ThT, Tau fluor counter, GAA glycogen mod, HTT cytoprotect, GAA spleen mod
21. Cn1c(N)c(C(=O)CSc2nnnn2-c2ccccc2)c(=O)n(C)c1=O
  nt, -2%, -4%, 9%, 4%, 7%, 15%[10 µM], -5%
22. S=c1[nH]nc(-c2ccccn2)n1/N=C/c1cccc(Cl)c1
  ?, -3%, -8%, -9%, -10%, -8%, 10%, 1%
23. O=C(COC(=O)CCCc1c[nH]c2ccccc12)Nc1ccc2c(c1)OCO2
  -3%, -2%, 17%, ?, ?, -16%, -9%, -13%
24. CCOc1ccc(NCc2ccccc2OCc2cccc(F)c2)cc1
  2%, 7%, 0%, ?, -27%, ?, -2%[10 µM], -1%
25. COc1ccc(NC(=O)C(Sc2nnc(-c3ccncc3)n2-c2ccccc2C)c2ccccc2)cc1Cl (stereo not drawn)
  -15%, -4%, 6%, -6%, -18%, 11%, 10%[1.9 µM], -3%
26. O=C(Nc1cccc2ncccc12)c1cccnc1
  -2%, 13%, 3%, -21%, -15%, 13%, -1%[0.074 µM], 1%
27. O=[N+]([O-])c1ccc(N=NN(CCO)CCO)cc1
  ?, -3%, -4%, ?, -14%, -6%, nt, -4%
28. Oc1ccccc1-c1nc(/C=C/c2ccccc2Cl)nn1-c1ccccc1
  nt, nt, ?, -10%, ?, 7%[76.3 µM], nt, nt
29. C/C(=N/NC(=O)c1cccs1)c1ccc(N2CCOCC2)cc1
  -6%, -2%, 3%, ?, -10%, -4%, nt, 2%
30. CC(Nc1oc(-c2ccc(COc3ccc(Cl)cc3)o2)nc1C#N)c1ccccc1 (stereo not drawn)
  nt, nt, -9%, 1%, ?, -3%[76.3 µM], nt, nt
31. OC(COc1ccc2c(c1)OCO2)CN1CCN(c2ccccc2)CC1 (stereo not drawn)
  4%, 11%, 1%, ?, -5%, -10%, -35%[inhibitor], -5%
32. CCN=c1scc(-c2cccs2)n1/N=C/c1cc(OC)ccc1O
  5%, -10%, ?, ?, ?, -29%, -17%[10 µM], 0%
33. CCNC(=O)CN(c1ccc(C)cc1)S(=O)(=O)c1ccccc1
  -5%, -1%, -1%, -13%, -14%, 8%, 0%[10 µM], -7%
34. COc1ccc(CCNC(=O)C2CCN(c3ccc(N4CCOCC4)nn3)CC2)c(OC)c1
  4%, 12%, 4%, ?, -12%, 28%, -17%, 7%
35. CCOc1cc2[nH]c(=S)n(CC3CCCO3)c(=O)c2cc1OCC (stereo not drawn)
  4%, -7%, 5%, 1%, 2%, -2%, -15%[0.074 µM], -4%
36. Cc1sc2c(c1C)C(=O)NC(c1cccc(O)c1)N2 (stereo not drawn)
  -2%, -6%, -6%, ?, -21%, ?, -17%, -5%
37. COc1ccccc1CNC(=O)CCC(=O)Nc1nnc(C(C)C)s1
  -10%, 1%, 4%, 1%, -7%, 19%, 0%, -3%
38. Cc1cc(=O)oc2cc(NC(=O)C3CC(=O)N(Cc4ccccc4)C3)ccc12 (stereo not drawn)
  -4%, 8%, -3%, -9%, -17%, -4%, 21%, -3%
39. CCOC(=O)N/N=C\c1ccc(-c2cc(Cl)ccc2Cl)o1
  7%, -5%, 0%, -14%, -23%, 7%, nt, 1%
40. Cc1[nH]n(-c2ccccc2)c(=S)c1C=Nc1cccc([N+](=O)[O-])c1
  -3%, 0%, ?, 22µM*, -23%, ?, 11%, 1%
41. COc1ccc(C(=O)NN)cc1
  nt, 2%, -4%, -17%, -12%, -7%, -5%[10 µM], 5%

Of the compounds above, these have four or more nitrogen atoms.
Screens in order: GAA inh, aGal spleen mod, Tau fibril FP, Tau fibril ThT, Tau fluor counter, GAA glycogen mod, HTT cytoprotect, GAA spleen mod
1. C1=C(CCNc2ncnc3c2cnn3-c2ccccc2)CCCC1
  -8%, 0%, -20%, ?, ?, -2%, -30%, 0%
4. CC(N)(C(=O)O)c1ccc(-c2nn[nH]n2)cc1 (stereo not drawn)
  nt, 3%, -3%, 0%, 0%, nt, -10%, -1%
7. CC[C@H](C)[C@@H]1NC(=O)c2cc([N+](=O)[O-])cc(I)c2SC[C@@H](C(N)=O)NC(=O)[C@H](CCCCN)NC1=O
  -1%, 2%, ?, ?, -29%, 10%, nt, -3%
8. CCOC(=O)c1c(P(=O)(N2CCOCC2)N2CCOCC2)noc1N
  2%, 3%, -6%, -13%, -3%, 2%, -13%, 0%
10. COc1ccc(N2CCN(C(CNC(=O)C(=O)NCCCn3ccnc3)c3ccco3)CC2)cc1 (stereo not drawn)
  -2%, 10%, 7%, -4%, 1%, -9%, 2%, nt
13. CCOc1ccccc1Nc1nnc(SCC(=O)NC(Cc2c[nH]c3ccccc23)C(=O)O)s1 (stereo not drawn)
  -6%, 2%, -1%, -17%, -1%, 1%, -9%, -5%
15. O=C(NC1CCN(C(=S)NCc2ccco2)CC1)NC12CC3CC(CC(C3)C1)C2
  -4%, 0%, -9%, -6%, -10%, 6%, -23%, -7%
16. COc1ccc(-c2n[nH]c(C)c2-c2cnn(-c3ccccc3)c2)c(O)c1C
  -10%, 4%, ?, ?, 13µM*[quencher], -5%, -43%[inhibitor], 1%
21. Cn1c(N)c(C(=O)CSc2nnnn2-c2ccccc2)c(=O)n(C)c1=O
  nt, -2%, -4%, 9%, 4%, 7%, 15%[10 µM], -5%
22. S=c1[nH]nc(-c2ccccn2)n1/N=C/c1cccc(Cl)c1
  ?, -3%, -8%, -9%, -10%, -8%, 10%, 1%
25. COc1ccc(NC(=O)C(Sc2nnc(-c3ccncc3)n2-c2ccccc2C)c2ccccc2)cc1Cl (stereo not drawn)
  -15%, -4%, 6%, -6%, -18%, 11%, 10%[1.9 µM], -3%
27. O=[N+]([O-])c1ccc(N=NN(CCO)CCO)cc1
  ?, -3%, -4%, ?, -14%, -6%, nt, -4%
34. COc1ccc(CCNC(=O)C2CCN(c3ccc(N4CCOCC4)nn3)CC2)c(OC)c1
  4%, 12%, 4%, ?, -12%, 28%, -17%, 7%
37. COc1ccccc1CNC(=O)CCC(=O)Nc1nnc(C(C)C)s1
  -10%, 1%, 4%, 1%, -7%, 19%, 0%, -3%
40. Cc1[nH]n(-c2ccccc2)c(=S)c1C=Nc1cccc([N+](=O)[O-])c1
  -3%, 0%, ?, 22µM*, -23%, ?, 11%, 1%

Source: PubChem
